# Screens: PubChem, The Scripps Research Institute Molecular Screening Center
# hgDAF12 agonist: H. glycines DAF-12 receptor agonists, primary screen, cell-based, luminescence, HEK293, GAL4 fusion, UAS-luciferase. Nuclear hormone receptor DAF-12 (Heterodera glycines), GAL4 fusion. HEK293 GAL4-hgDAF12 UAS-luciferase reporter, agonist luminescence; normalized to butyrate control. activation, % at 6.8 µM. 370,000 compounds, 1.8% hits. AID 687014, 2013;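 active = activation above a cutoff set at the mean of all screened compounds plus 3 SD, cut at about 10% in these data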;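 also: 0% = DMSO wells and 100% = sodium butyrate wells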
# DAX1 inh-1: DAX1 (NR0B1) inhibitors, primary screen, cell-based, HEK293, Gal4-DAX1, luciferase luminescence; Nuclear receptor subfamily 0 group B member 1 (Homo sapiens), P51843; HEK293 Gal4-DAX1 luciferase reporter; inhibition, % at 6.75 µM; 340,000 compounds, 0.99% hits; AID 504766, 2011;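 active = inhibition above the mean over all tested compounds plus 3 SD, cut at about 4.2% in these data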;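 also: 0% = DAX1-transfected cells with DMSO and 100% = empty-vector control cells with DMSO; inhibition shows as a rise in luminescence from relieved DAX1 repression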
# Target sequence (P51843 207-470 limits assumed): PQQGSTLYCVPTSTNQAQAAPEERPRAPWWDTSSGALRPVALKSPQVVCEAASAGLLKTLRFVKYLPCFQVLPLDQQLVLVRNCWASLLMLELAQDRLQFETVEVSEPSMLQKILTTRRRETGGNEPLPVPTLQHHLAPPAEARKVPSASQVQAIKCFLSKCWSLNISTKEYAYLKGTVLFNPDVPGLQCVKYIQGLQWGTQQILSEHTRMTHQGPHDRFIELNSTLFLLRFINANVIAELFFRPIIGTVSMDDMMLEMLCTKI
# DAX1 inh-2: DAX1 (NR0B1) inhibitors on StAR promoter, primary screen, cell-based, luminescence, SF-1 (NR5A1), full-length DAX-1 | AID 652010, 2013 | inhibition, % at 6.8 µM | HEK293T StAR-luciferase reporter, SF-1/DAX-1 repression relief | 370,000 compounds, 1.1% hits;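 active = inhibition above the mean over all tested compounds plus 3 SD, cut at about 3.6% in these data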;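 also: 0% = DAX-1 cells with DMSO and 100% = cells lacking DAX-1 with DMSO; higher inhibition means more luminescence from relief of DAX-1 repression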
# PLCg1 inh: PLC-gamma1 enzyme inhibitors, primary screen, biochemical, fluorescence, purified enzyme; AID 720700, 2013; fluorogenic substrate; 1-phosphatidylinositol 4,5-bisphosphate phosphodiesterase gamma-1 (Homo sapiens), P19174; 370,000 compounds, 0.84% hits; inhibition, % at 12.2 µM; in the data active = inhibition above about 9.5%
# HGIII-sPLA2 inh: human group III sPLA2 inhibitors, primary screen, biochemical, QFRET, BODIPY PC-A2 liposome substrate. Group 3 secretory phospholipase A2 (Homo sapiens), Q9NZ20. 370,000 compounds, 0.56% hits. inhibition, % at 12.2 µM. QFRET BODIPY PC-A2 liposome hydrolysis, fluorescence;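 active = inhibition above mean plus 3 SD of compounds lying within the high and low control bounds, cut at about 19% in these data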;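 also: 0% = median of test compound wells and 100% = no enzyme DMSO wells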
# hcDAF12 agonist: H. contortus DAF-12 nuclear receptor activators, primary screen, cell-based, luminescence, HEK293, lit1-tk-luc reporter | HEK293 hcDAF-12 lit1-tk-luc reporter; 0% DMSO, 100% Δ7-dafachronic acid | 370,000 compounds, 1.4% hits | activation, % at 6.8 µM;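 active = activation above the mean of all tested compounds plus 3 SD, cut at about 5.5% in these data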;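 also: 100% = response to 3 µM Δ7-dafachronic acid high control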
# PLC-beta3 inh: human PLC-beta3 inhibitors, primary screen, biochemical, fluorescence; Purified PLC-beta3, fluorogenic substrate; inhibition, % at 12.2 µM; 370,000 compounds, 0.18% hits; AID 720704, 2013; in the data active = inhibition above about 11%;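 also: 0% = median of compound wells on plate and 100% = full blocker control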
# FXN GAA850 act: FXN promoter activators, primary screen, cell-based, luciferase luminescence, HEK293 lucGAA850. 360,000 compounds, 0.56% hits. activation, % at 6 µM. HEK293 lucGAA850 FXN promoter luciferase reporter, 24 h; percent of 10 µM SAHA response;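 active = activation above the average of all compounds screened plus 3 SD, cutoff fixed separately per campaign, cut at about 7.5% in these data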;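 also: 0% = DMSO wells and 100% = 10 µM SAHA wells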
# ssDAF12 agonist: S. stercoralis DAF-12 nuclear receptor activators, primary screen, cell-based, luminescence, HEK293, GRIP1 co-expression, lit1-tk-luc; Nuclear hormone receptor DAF-12 (Strongyloides stercoralis); HEK293 ssDAF-12/GRIP1 lit1-tk-luc reporter; % of 3 µM dafachronic acid response; activation, % at 6.8 µM; 370,000 compounds, 1% hits; AID 652126, 2013;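 active = activation above the mean over all tested compounds plus 3 SD, cut at about 0.9% in these data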;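 also: 0% = DMSO-only wells and 100% = 3 µM delta7-dafachronic acid wells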
# ADAM17 inh: ADAM17 inhibitors, primary screen, biochemical, QFRET; AID 720648, 2013; recombinant ADAM17, EDANS/DABCYL FRET peptide cleavage; 370,000 compounds, 0.83% hits; inhibition, % at 6.95 µM;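 active = inhibition above the mean of compounds lying between control limits plus 3 SD, set per campaign, cut at about 8.5% in these data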;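 also: 0% = DMSO-only wells as the low control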
# ADAM10 inh: human ADAM10 inhibitors, primary screen, biochemical, QFRET, HTS; Disintegrin and metalloproteinase domain-containing protein 10 (Homo sapiens), O14672; recombinant ADAM10, EDANS/DABCYL FRET peptide cleavage, 3 h; inhibition, % at 7 µM; 370,000 compounds, 0.62% hits;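 active = inhibition above a per-campaign cutoff equal to the mean of compounds falling between control-based bounds plus 3 SD, cut at about 20% in these data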;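 also: 0% = DMSO wells while the 100% control is not disclosed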
# Target sequence (O14672 214-748 limits assumed): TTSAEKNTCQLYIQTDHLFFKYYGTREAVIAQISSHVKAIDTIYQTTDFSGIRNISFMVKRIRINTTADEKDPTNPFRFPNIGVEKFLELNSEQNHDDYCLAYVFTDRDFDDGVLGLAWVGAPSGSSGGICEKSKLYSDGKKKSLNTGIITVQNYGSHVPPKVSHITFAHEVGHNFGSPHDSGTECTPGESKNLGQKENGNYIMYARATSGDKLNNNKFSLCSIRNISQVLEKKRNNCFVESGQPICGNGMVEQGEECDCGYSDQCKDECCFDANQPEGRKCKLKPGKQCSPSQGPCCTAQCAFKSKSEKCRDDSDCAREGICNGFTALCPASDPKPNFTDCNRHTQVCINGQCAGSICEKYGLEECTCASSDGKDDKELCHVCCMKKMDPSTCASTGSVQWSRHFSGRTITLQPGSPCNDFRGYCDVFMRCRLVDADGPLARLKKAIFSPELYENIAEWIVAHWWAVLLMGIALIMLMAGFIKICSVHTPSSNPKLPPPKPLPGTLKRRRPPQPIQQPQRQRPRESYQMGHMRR
# * hit, by the source's call; i = inactive; nt = no result given. Rows are unselected; 6.9% or so of the library scored in one or more.
item	Molecule	hgDAF12 agonist	DAX1 inh-1	DAX1 inh-2	PLCg1 inh	HGIII-sPLA2 inh	hcDAF12 agonist
1	C=CCN1C(=O)C(C)(C)N(C(=O)c2cccc([N+](=O)[O-])c2)c2ccccc21	-2.7	-0.3	-1.1	5	2	-3.2
2	NC(=O)C1(C(N)=O)OC1c1ccc(Cl)cc1Cl (centres undefined)	-1.4	1.7	-0.3	-1	-5	-2.2
3	CN(CCc1ccccc1)c1cc2c(c3c1ccn3C)C1CCC2O1 (centres undefined)	-1.7	nt	-1.4	-26	5	-1.4
4	COc1ccc(C(=O)N/C(=C/c2ccco2)C(=O)NC2CCS(=O)(=O)C2)cc1 (centres undefined)	-1.2	0.9	0.0	-6	5	-1.3
5	CC1CCCCN1CCCNC(=O)c1nn(C)c2c1CS(=O)(=O)c1ccccc1-2 (centres undefined)	-2.3	-0.4	1.1	1	4	0.6
6	CC(C)c1ccccc1NC(=S)NC(C)c1ccccc1 (centres undefined)	-1.5	-1.2	-0.5	-3	14	0.3
7	CCc1nc(NCc2cccs2)c2nnn(Cc3ccccc3)c2n1	-0.6	-0.1	0.7	-1	-1	0.0
8	COc1ccc(S(=O)(=O)CC2(O)CCN(C(=O)C(C)(C)C)CC2)cc1	2.0	-0.5	0.0	-1	3	-0.8

item	PLC-beta3 inh	FXN GAA850 act	ssDAF12 agonist	ADAM17 inh	ADAM10 inh
1	3	-0.1	-1.8	1	19
2	-7	1.0	-2.1	-4	-1
3	-32	nt	0.1	-5	-10
4	-7	3.6	-0.8	-4	-14
5	-5	-1.2	-0.8	-5	-8
6	0	1.1	-1.2	-4	-7
7	-2	0.8	-0.3	-3	-8
8	-8	0.2	-1.4	-6	-3

# Carrying on.
item	Molecule	hgDAF12 agonist	DAX1 inh-1	DAX1 inh-2	PLCg1 inh	HGIII-sPLA2 inh	hcDAF12 agonist
9	CCN(CC)CCNC(=O)c1cc(-c2ccco2)nc2ccccc12	-0.4	-0.2	0.4	i	-3	-0.2
10	Cc1ccc(N(CC(=O)N2CCn3c2nc2ccccc23)S(=O)(=O)c2c(C)n[nH]c2C)cc1	2.0	1.6	0.3	3	-7	3.4
11	O=C(Cn1cnc2c(nnn2Cc2ccccc2F)c1=O)OCc1ccccc1	0.9	-0.3	-0.4	2	-6	0.8
12	O=C(c1cccc(Br)c1)c1cn(-c2ccccc2)nc1C(=O)c1ccccc1	2.1	1.0	-0.2	-4	1	-0.4
13	O=C(NC(=S)Nc1ccc(N2CCOCC2)cc1)c1ccccc1	4.2	0.7	1.5	2	8	-1.2
14	O=C(c1ccc(N2CCOCC2)cc1[N+](=O)[O-])N1CCOCC1	-2.6	nt	-0.2	3	10	-1.0
15	CC(=O)Nc1ccc(S(=O)(=O)N[C@@H](C)C(=O)OCc2ccc(Cl)cc2)cc1	1.0	0.5	0.1	3	3	-1.6
16	Cc1ccc2nc(-c3cccc(Cl)c3)c(Cc3cccc(F)c3)n2c1	5.3	nt	4.8*	-4	11	1.6

item	PLC-beta3 inh	FXN GAA850 act	ssDAF12 agonist	ADAM17 inh	ADAM10 inh
9	i	0.9	-0.6	i	i
10	2	-1.5	-0.4	1	10
11	1	1.6	-1.3	1	6
12	1	-0.2	-1.5	2	3
13	-3	4.0	-1.3	-5	-7
14	0	3.8	-1.6	-7	3
15	0	-0.1	-1.1	0	2
16	-5	nt	-0.7	-4	-35

# Following part.
item	Molecule	hgDAF12 agonist	DAX1 inh-1	DAX1 inh-2	PLCg1 inh	HGIII-sPLA2 inh	hcDAF12 agonist
17	CCC(=O)c1ccc(CCCCCC(=O)O)s1	1.6	0.6	0.7	7	4	0.3
18	O=C(COC(=O)CCCN=C1NS(=O)(=O)c2ccccc21)NC(=O)NC1CCCC1	-2.1	-0.2	0.3	0	-2	-0.2
19	Cc1ccc(S(=O)(=O)N/N=C/c2cc([N+](=O)[O-])ccc2O)cc1[N+](=O)[O-]	0.9	-0.9	0.0	-2	-1	-0.1
20	COc1ccc(C(OC(=O)c2ccco2)C(=O)NC(C)(C)C)cc1 (centres undefined)	-1.9	0.9	0.0	1	-6	1.6
21	COC(=O)[C@]12CCCCC=C1N(Cc1ccco1)C(=O)[C@H](CC(=O)N1CCN(C(=O)C3CC3)CC1)C2	-3.0	nt	0.3	3	8	0.0
22	O=C(O)COc1ccc2oc3c(c2c1)CCCC3	-1.5	-0.6	0.2	-1	-5	0.5
23	CN(CCn1ccnc1)Cc1cn(-c2ccccc2)nc1-c1ccc2c(c1)OCO2	-1.5	-0.1	0.3	2	2	-1.9
24	COc1ccc(-c2cc(C(F)(F)F)n3nc(C(=O)N4CCOCC4)c(Cl)c3n2)cc1	0.0	0.9	0.0	-22	-3	0.3

item	PLC-beta3 inh	FXN GAA850 act	ssDAF12 agonist	ADAM17 inh	ADAM10 inh
17	-2	-1.0	-1.1	3	8
18	0	0.6	-1.8	-5	-2
19	1	0.8	-0.4	-5	-4
20	-3	-1.6	-1.3	1	1
21	2	nt	-1.1	-3	-6
22	-5	1.3	-1.4	1	13
23	-6	-1.6	-0.9	-6	-1
24	-22	2.9	-0.8	-1	-7

# (list continues)
item	Molecule	hgDAF12 agonist	DAX1 inh-1	DAX1 inh-2	PLCg1 inh	HGIII-sPLA2 inh	hcDAF12 agonist
25	Cc1cc([N+](=O)[O-])nn1CC(=O)N1CCCc2ccccc21	0.4	0.3	0.4	5	-3	2.8
26	CC1(C)C2CCC1(C)C(OC(=O)c1ccc(O)cc1)C2 (centres undefined)	1.4	4.5*	2.5	0	-36	0.7
27	O=c1[nH]c2cccnc2n1Cc1ccccc1	-2.1	1.3	-0.4	1	-5	-1.1
28	Cc1cc(OCc2cn3cccnc3n2)ccc1Cl	3.6	0.5	0.8	-60	-5	1.1
29	CC(C)NC(=O)c1ccc2sc([C@@H]3O[C@H](CO)[C@H](O)[C@H](O)[C@H]3O)nc2c1	0.8	nt	-0.2	-1	8	0.1
30	CCOc1ccc(CCNC(=O)CCc2nc(-c3ccc(C)cc3)no2)cc1OCC	-0.2	0.4	0.3	0	-3	-0.7
31	O=C(Nc1nc2c(s1)CCCC2=O)c1cnccn1	5.2	2.7	0.5	4	4	-0.6
32	CN(C)S(=O)(=O)c1ccc(NC(=O)CNc2cc(S(=O)(=O)N3CCCC3)ccc2OCC(F)(F)F)cc1	-1.4	-1.0	0.1	-2	-4	-0.3

item	PLC-beta3 inh	FXN GAA850 act	ssDAF12 agonist	ADAM17 inh	ADAM10 inh
25	5	3.9	-0.9	3	-4
26	5	1.6	-1.5	5	6
27	3	3.3	-1.4	-3	-9
28	-81	6.6	-0.6	-18	-56
29	-3	-0.6	-0.9	-7	-13
30	3	1.1	-1.0	-3	7
31	1	2.7	-1.4	-4	-9
32	-3	-3.1	-1.2	-5	-10

# More entries:
item	Molecule	hgDAF12 agonist	DAX1 inh-1	DAX1 inh-2	PLCg1 inh	HGIII-sPLA2 inh	hcDAF12 agonist
33	Cc1ccccc1Cn1cc(CN2[C@H](CC(C)C)COc3cc(Br)ccc3S2(=O)=O)nn1	5.5	nt	1.8	-2	0	-0.7
34	COc1ccc(S(=O)(=O)CCC(=O)NC2CCCCC2)cc1	-0.8	0.3	-0.6	6	3	0.7
35	O=Cc1cn[nH]c1-c1cccc([N+](=O)[O-])c1	-4.1	-0.8	-0.9	5	2	-0.3
36	CCC1CCCCN1C(=S)NCc1ccccc1 (centres undefined)	3.1	-0.8	0.8	0	24*	0.6
37	CC1(C)CC(NC(=O)CSc2ccccc2)CC(C)(C)N1	-1.3	-0.3	0.1	3	4	0.7
38	O=C(CN1CCN(Cc2ccccc2)CC1)Nc1ccc(S(=O)(=O)N2CCOCC2)cc1	-1.2	-1.5	-0.1	-2	-1	-1.8
39	COc1ccccc1N(C)S(=O)(=O)c1ccc(C)c(C(=O)NCc2ccccn2)c1	-0.5	-1.7	-1.1	1	-8	0.2
40	CCOC(CNC(=O)C(=O)NCC(c1ccco1)N1CCN(c2ccc(OC)cc2)CC1)OCC (centres undefined)	0.6	0.1	-0.5	0	3	1.6

item	PLC-beta3 inh	FXN GAA850 act	ssDAF12 agonist	ADAM17 inh	ADAM10 inh
33	-1	nt	-0.4	-9	-19
34	-1	0.6	-0.2	1	1
35	6	0.3	-1.9	1	3
36	0	0.7	-2.0	0	-4
37	2	0.9	-1.9	-2	0
38	-1	1.3	-1.3	0	-1
39	-5	-1.4	-1.1	1	-5
40	-8	-2.6	-1.6	-3	-3
